Screens: PubChem BioAssay, National Center for Advancing Translational Sciences (NCATS)
KDM5B inhibitor: KDM5B demethylase inhibition. Potency, µM (titrated, usually from 57.7 µM), for the others: top-dose activity change, negative = inhibition, most hits filed as inhibitors. actives 2.6% (n = 220,000). KDM5B demethylase, FDH-coupled NADH fluorescence (FDH is formaldehyde dehydrogenase); active = well fitted inhibition curve with a large enough effect; inconclusive = small, poorly fitted or top-dose-only effect; inactive = no such curve, though single readings can be large or run the other way; also: 0% is about no effect; nearly all actives have a fitted effect of over 70% in size
Target sequence (Q9UGL1 whole entry, looked up): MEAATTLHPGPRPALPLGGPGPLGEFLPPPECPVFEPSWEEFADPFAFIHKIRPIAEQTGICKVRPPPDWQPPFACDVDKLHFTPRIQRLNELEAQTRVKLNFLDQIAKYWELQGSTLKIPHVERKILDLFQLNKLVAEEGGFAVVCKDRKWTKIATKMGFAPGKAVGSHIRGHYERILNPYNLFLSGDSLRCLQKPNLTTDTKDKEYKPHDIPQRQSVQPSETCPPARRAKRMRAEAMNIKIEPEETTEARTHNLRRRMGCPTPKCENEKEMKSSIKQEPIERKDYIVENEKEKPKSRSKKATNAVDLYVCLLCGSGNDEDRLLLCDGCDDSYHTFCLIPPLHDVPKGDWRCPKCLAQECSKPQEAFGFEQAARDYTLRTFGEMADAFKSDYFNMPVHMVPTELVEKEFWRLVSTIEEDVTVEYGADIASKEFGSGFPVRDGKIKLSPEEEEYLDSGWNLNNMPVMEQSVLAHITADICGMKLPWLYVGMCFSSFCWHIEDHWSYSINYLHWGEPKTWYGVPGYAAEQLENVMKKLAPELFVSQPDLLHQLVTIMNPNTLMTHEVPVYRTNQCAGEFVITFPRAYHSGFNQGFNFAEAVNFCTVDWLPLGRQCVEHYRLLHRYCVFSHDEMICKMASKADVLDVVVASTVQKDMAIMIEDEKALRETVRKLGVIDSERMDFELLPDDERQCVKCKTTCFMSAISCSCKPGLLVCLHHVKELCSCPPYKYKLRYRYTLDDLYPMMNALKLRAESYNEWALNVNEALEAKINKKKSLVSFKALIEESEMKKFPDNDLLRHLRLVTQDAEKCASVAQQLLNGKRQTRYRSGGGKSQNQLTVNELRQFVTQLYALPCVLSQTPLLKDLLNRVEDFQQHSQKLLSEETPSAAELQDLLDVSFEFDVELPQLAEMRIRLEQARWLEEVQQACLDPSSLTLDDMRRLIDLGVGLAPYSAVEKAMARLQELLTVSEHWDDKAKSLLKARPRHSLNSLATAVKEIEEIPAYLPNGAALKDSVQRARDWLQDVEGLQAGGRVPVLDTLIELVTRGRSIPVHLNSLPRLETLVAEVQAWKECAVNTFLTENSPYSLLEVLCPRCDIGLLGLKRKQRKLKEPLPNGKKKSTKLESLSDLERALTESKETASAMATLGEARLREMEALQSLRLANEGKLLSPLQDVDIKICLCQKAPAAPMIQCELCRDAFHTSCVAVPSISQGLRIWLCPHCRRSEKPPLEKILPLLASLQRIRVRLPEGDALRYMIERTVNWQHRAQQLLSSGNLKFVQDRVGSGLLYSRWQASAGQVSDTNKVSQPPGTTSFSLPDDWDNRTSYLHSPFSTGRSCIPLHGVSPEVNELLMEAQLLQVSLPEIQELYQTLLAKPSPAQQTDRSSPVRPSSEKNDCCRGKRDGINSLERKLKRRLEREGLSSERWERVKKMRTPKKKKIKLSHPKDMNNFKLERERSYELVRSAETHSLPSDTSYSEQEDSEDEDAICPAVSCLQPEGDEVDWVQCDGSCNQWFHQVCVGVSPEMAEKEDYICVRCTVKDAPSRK
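qHTS format, multiple compound concentrations. Buffer 50 mM HEPES pH 7.5/0.01% Tween-20; 200 nM KDM5BΔAP final; 10 min compound preincubation; substrate-mix levels 12.5 µM peptide, 25 µM α-KG, 0.25 mM NAD⁺; 30 min RT; ΔRFU.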
The depositor's hits bear a star; i = inactive; ? = inconclusive; [ ] = dose if it differs, or a comment. Potency is read from the fitted curve at half-maximal effect. Only part of the results is shown (hit frequency here may not be typical).

SMILES	KDM5B inhibitor
O=C(NCc1cccnc1)c1ccc(NC(=O)c2ccc([N+](=O)[O-])cc2)cc1	4.9%
COc1ccc(NC(=O)c2nc3ccccc3nc2N2CCOCC2)c(OC)c1	7.0%
CCCS(=O)(=O)N1CC(=O)N(c2ccc(Cl)cc2C)C(C)(C(=O)NC2CCCC2)C1 (stereo not given)	-15.3%
CCCOc1cccc(C(=O)N2CCCCC2CCN2CCCCC2)c1 (stereo not given)	7.9%
Cc1csc(Nc2ccc(C(=O)O)cc2)n1	-0.4%
O=C(NCc1ccccc1)N[C@H]1CO[C@H]2[C@@H]1OC[C@H]2OC(=O)Nc1cccc(C(F)(F)F)c1	0.1%
COc1ccc(-c2noc([C@@H]3C[C@H](NC(=O)COCC(=O)O)CN3C)n2)cc1	-10.9%[86.2 µM]
Cc1ccc(S(=O)(=O)Cc2ccc(C(=O)O)cc2)cc1	19.1%
CC(C)C1CCC(C(=O)N[C@H](Cc2ccccc2)C(=O)O)CC1 (stereo not given in full)	14.1%
COc1cc(C)cc2oc(=O)c(CC(=O)NCc3ccc(F)cc3)c(C)c12	9.5%
Clc1ccccc1CNc1ncnc2c1nc1n2CCCC1	?
CC(=O)NC(CC(=O)Oc1ccc(-c2ccc(C#N)cc2)cc1)c1ccc(C)cc1 (stereo not given)	?
COc1cccc2cc(-c3cc(=O)oc4ccc(C)cc34)oc12	16.1%
Cc1cc(C)cc(NC(=S)NNC=O)c1	10.3%
COc1cccc(NC(=O)CSc2nc(=O)n(Cc3ccco3)c3c2CCC3)c1	5.3%
CCN(CC(=O)Nc1cc(Cl)ccc1C)C(=O)CCS(=O)(=O)c1ccc(Cl)cc1	-33.5%
Cc1nnc(SCC(=O)N2CCN(c3ccccc3)CC2)n1C1CC1	1.3%
CCc1noc(-c2cn(C3CCN(C(=O)c4ccc(C(C)(C)C)cc4)C3)nn2)n1 (stereo not given)	-26.1%
CCCC(C(=O)NCCc1ccccn1)c1ccccc1 (stereo not given)	-1.3%
COCCN1CCCN(C(=O)c2cc(C)cc(C)c2)c2ccccc21	-17.4%
O=C(O)c1ccccc1C(=O)N1CC[C@H]2COC(=O)N2c2cc(F)ccc2C1	-12.9%[86.2 µM]
CC(=O)Nc1ccc(S(=O)(=O)NCC2CCC(C(=O)NCCN(CC(C)C)CC(C)C)CC2)cc1 (stereo not given)	-1.4%
COc1cccc(CN2C(=O)c3ccccc3Sc3ccc(C(=O)OCc4ccco4)cc32)c1	-4.6%
O=C(COC(=O)c1ccc(N2CCCC2=O)cc1)c1ccc2c(c1)CCCC2	-3.3%
CCN1C(=O)c2ccccc2NC1c1cc2ccccc2[nH]c1=O (stereo not given)	-18.2%

The final two records of the section above come first, to join the parts.
SMILES	KDM5B inhibitor
O=C(COC(=O)c1ccc(N2CCCC2=O)cc1)c1ccc2c(c1)CCCC2	-3.3%
CCN1C(=O)c2ccccc2NC1c1cc2ccccc2[nH]c1=O (stereo not given)	-18.2%
COc1ccc(NC(=O)N[C@H]2[C@H](O)[C@@H](N3CCC(Cc4ccccc4)CC3)[C@@H]3OC[C@H]2O3)cc1	-27.3%
O=C(O)C1(c2ccccc2)CCN(S(=O)(=O)c2cccc(Cl)c2)CC1	32.1%
Cc1cc(Cl)ccc1S(=O)(=O)N1CCC(Oc2ccc(C(N)=O)cn2)CC1	-4.8%
O=C(Nc1ccc(Cl)cc1Cl)c1cc2cccnn2n1	-20.3%[86.2 µM]
CCOC(=O)Cc1csc(NC(=O)CC[C@H]2NC(=O)c3ccccc3NC2=O)n1	-20.6%
O=C1[C@@H]2C[C@@H](O)CN2C2(CN(Cc3ccc(F)cc3)C2)C(=O)N1Cc1ccccc1	4.1%[86.2 µM]
Cc1cc(C(=O)N2CCCC(c3nnc(Cn4ccnc4)n3C)C2)c(C)o1 (stereo not given)	?
CC(=O)NCCC(=O)N1Cc2ccccc2CC2(CCCN2CC2CCNC2)C1 (stereo not given)	?
CCOC(CNC(=O)CS(=O)Cc1nc(-c2ccc(Cl)cc2)oc1C)OCC (stereo not given)	10.0%
O=C(OCCOc1ccc(F)cc1)c1ccc2nccnc2c1	13.2%
CC(=O)N1C[C@@H]2CCCN3CCC[C@@H]([C@H]23)[C@H]1CCCC(=O)N1CCN(C2CCN(C)CC2)CC1	?
O=C(NC1CCc2nn(CC3CC3)c(=O)n2CC1)c1n[nH]c2ccccc12 (stereo not given)	28.2µM*
CCc1ccc(-c2cc(C(F)(F)F)n3nc(C(=O)NCc4cnn(C)c4C)cc3n2)s1	197.1%[activator]
CC(C)(Oc1ccc(F)cc1F)C(=O)Nc1cc(C(C)(C)C)on1	7.1%
O=C(NCCc1csc(-c2ccccc2)n1)c1ccco1	8.1%
C[C@@H](NC(=O)Nc1ccccc1)c1onc(-c2ccc(Cl)cc2)c1C(=O)O	-4.6%[86.2 µM]
O=C(COc1ccc(Cl)cc1Cl)N1CCCCC1c1ccccn1 (stereo not given)	4.0%
CCOc1ccc(NC(=O)C(=O)NCCc2csc3nc(-c4ccccc4F)nn23)cc1	8.6%
N#Cc1ccc(N2CCC(C(=O)NCCc3cccs3)CC2)nc1	-8.5%
Cc1nc2scc(C)n2c(=O)c1S(=O)(=O)N1CCN(c2ccccn2)CC1	5.4%
COCCOC1CCOC2(CCN(C(=O)c3ccccc3)CC2)C1 (stereo not given)	-2.2%
CCC1CCCCN1CCCNC(=O)c1ccc2c(c1)N(Cc1cccc(C)c1)C(=O)c1ccccc1S2(=O)=O (stereo not given)	?
Cc1nn2c(c1-c1ccccc1-c1ccccc1)N(C(=O)c1cccnc1)CCC2	-8.6%[86.2 µM]
CCOC(=O)c1cccc(NC(=O)c2cnn(-c3ccccc3)c2-n2cccc2)c1	-13.8%
COc1ccc(C(=O)COC(=O)CCC(=O)c2cc(C)sc2C)c(OC)c1	?

Part of the list above, comma-delimited.
SMILES,KDM5B inhibitor
COCCOC1CCOC2(CCN(C(=O)c3ccccc3)CC2)C1 (stereo not given),-2.2%
Cc1cc(Cl)ccc1S(=O)(=O)N1CCC(Oc2ccc(C(N)=O)cn2)CC1,-4.8%
O=C(COC(=O)c1ccc(N2CCCC2=O)cc1)c1ccc2c(c1)CCCC2,-3.3%
COc1cccc(CN2C(=O)c3ccccc3Sc3ccc(C(=O)OCc4ccco4)cc32)c1,-4.6%

Given bar-delimited: 2 of the compounds above.
SMILES | KDM5B inhibitor
Cc1cc(C)cc(NC(=S)NNC=O)c1 | 10.3%
COc1cccc(NC(=O)CSc2nc(=O)n(Cc3ccco3)c3c2CCC3)c1 | 5.3%

Further compounds
SMILES	KDM5B inhibitor
CC(Oc1ccc(Br)cc1)C(=O)N(Cc1nc(-c2ccccc2)no1)C(C)C (stereo not given)	-29.1%
CCCCN(CC)C(=O)c1nnn2cc(-c3ccc(Cl)cc3)[nH]c(=O)c12	8.0%
CC1(C)C[C@H](NCc2ccc(CO)o2)[C@@]2(CCC(=O)NCCN3CCOCC3)CC[C@](C)(O)C[C@@H]12	?
Cc1cccc(N2CCN(C(=O)c3ccc4c(c3)N(Cc3ccccc3F)C(=O)c3ccccc3S4=O)CC2C)c1 (stereo not given)	?
O=S1(=O)NCC2(CCN(Cc3ccncc3)CC2)Oc2ncccc21	?
COCCN1Cc2ccc(NCC(C)C)nc2C(C)(C(=O)NC2CCC2)C1 (stereo not given)	?
O=c1c2ccccc2n(Cc2cccc(Cl)c2)c(=O)n1CCc1ccccc1	?
COc1ccc(N(C(=O)c2cccc(C)c2)S(=O)(=O)c2ccc(Cl)cc2)cc1	?
CCN1C(=O)c2ccccc2S(=O)c2ccc(C(=O)NCc3ccccc3OC)cc21 (stereo not given)	9.2%
CN(C)c1ccc(NC2=C(C(N)=O)S(=O)(=O)c3ccccc32)cc1	0.1%
CCn1cc(CN2CCN(C(=O)c3sccc3C)CC2)ccc1=O	?
COc1cc(OC)c(NC(=O)CC(c2cccs2)N2Cc3ccccc3C2=O)cc1Cl (stereo not given)	?
CN1C(=O)C(CC(=O)N2CCC(CN)CC2)(Cc2ccccc2)c2ccccc21 (stereo not given)	-3.6%
CCCNC(=O)c1ccc2c(=O)n(CCc3ccccc3)c(SCC#N)nc2c1	11.9%
O=C(Cc1ccccc1)NNC(=S)NC(=O)c1cccs1	?
Cc1ccc(NC(=O)CCN2CCN(CCO)CC2)cc1C	8.2%
O=C1NC(c2ccccc2Br)=N/C1=C\c1ccc2c(c1)OCO2	-9.1%
CC(=O)NCCNC(=O)CCc1ncc(-c2ccccc2F)o1	2.9%
COc1ccccc1NC(=O)C1=C(C)Nc2nc(CCCO)nn2C1c1cccc(O)c1 (stereo not given)	?
Cc1ccc2nc(COc3ccc(NC(=O)COc4ccccc4F)cc3)cc(=O)n2c1	-1.6%
CCOC(=O)c1c(NC(=O)CSc2cn(CCNC(=O)c3ccc(OCC)cc3)c3ccccc23)sc2c1CCC2	-27.3%
C[C@]1(CO)[C@H]2Cc3sc(NC(=O)C4CCC4)nc3[C@@H](CC(=O)NC3CC3)[C@]2(C)CC[C@H]1O	-14.7%
COCC1CN(C(=O)c2nccc3ccccc23)CC12CCNCC2 (stereo not given)	-25.4%
COc1cccc(NC(=O)N2CCC[C@@H](O)[C@H](NC(=O)c3ccc(OCCN4CCCC4)cc3)C2)c1	10.1%
CCc1nc(-c2c3n(c(=O)n(Cc4cccc(C(F)(F)F)c4)c2=O)CCCC3)no1	0.4%

(listing goes on)
SMILES	KDM5B inhibitor
CCc1ccc(Nc2nnc(SC(C)C#N)s2)cc1 (stereo not given)	13.9%
CCCCNC(=O)C1CCC(CNS(=O)(=O)c2ccc(C)cc2)CC1 (stereo not given)	-3.0%
Cc1csc2nc(CSc3ccc(Cl)cc3)c(Br)n12	5.5%
O=C1CN(S(=O)(=O)c2cc(C(=O)O)ccc2Cl)c2ccccc2N1	-4.4%
CC(OC(=O)c1nn(C)c(=O)c2ccccc12)C(N)=O (stereo not given)	-9.5%
CCCCc1cc(=O)oc2cc(OCc3nn[nH]n3)ccc12	?
COc1ccc(C(=O)N2CCC(N3C(=O)C4(CCCCC4)C3c3ccccc3)CC2)cn1 (stereo not given)	-7.2%
COc1ccc(C(=O)/C=C/c2ccccc2C(F)(F)F)c(OC)c1	-11.7%
Cc1ccc[n+](-c2[nH]c(=O)sc2/C=N/N=C(\[O-])CCn2c3ccccc3c3ccccc32)c1	-4.7%
COc1cccc(CNc2ncnc3c2CN(c2ccc([N+](=O)[O-])cc2)C(=O)N(C)C3)c1	-29.1%
COCCCNc1ncnc2sc3c(c12)CCN(Cc1cccnc1)C3	i
O=C(Nc1nccs1)c1ccc(F)c(S(=O)(=O)N2CCOCC2)c1	-4.7%
COc1ccc2nc(SCC(=O)N3CCN(S(=O)(=O)c4ccc(C)cc4)C3)[nH]c2c1	-2.8%
Cc1ccc(NS(=O)(=O)c2c(C)nc3sc(C)cn3c2=O)c(Cl)c1	14.7%
O=C(NC1CCN(c2cn[nH]c(=O)c2)CC1)c1ccccc1	12.8%
Cc1ccc(C(=O)COC(=O)C(Cc2c[nH]c3ccccc23)NC(=O)c2ccc(Br)cc2)cc1 (stereo not given)	-16.3%
O=C1CC2(CCN(C(=O)c3ccc4c(c3)OCO4)CC2)CN1CC1CCCO1 (stereo not given)	-13.5%
COc1ccc(C(=O)NCC(c2cccnc2)N2CCc3ccccc3C2)cc1OC (stereo not given)	29.4%
Cc1cccc(C(=O)N/N=C2/CC(=O)CC(C)(C)C2)c1	?
CSc1cccc(NC(=O)Cn2c(N3CCCCC3)nc(C)c(C)c2=O)c1	-14.0%
CCCC(=O)Nc1sc(-c2ccccc2)c(-c2ccccc2)c1C(=O)O	-9.0%
O=C(COc1ccccc1)Nc1ccc2nc(SCC(=O)N3CCOCC3)sc2c1	-10.7%
CCCOC(=O)c1cc(NC(=O)c2cc(Br)ccc2OC)ccc1N1CCOCC1	?
CC(=O)N1CCC(N2C[C@@H](F)[C@@H](OCc3nc4cc(C)c(C)cc4[nH]3)C2)CC1	?
CCCN1C(=O)CCc2cc(NC(=O)c3ccc(C)s3)ccc21	-22.1%

The listing continues.
SMILES	KDM5B inhibitor
CCCCS(=O)(=O)CCOCCS(=O)(=O)CCCC	7.3%
O=c1cc(COc2ccc(Cl)c(Cl)c2)nc2sccn12	-4.0%
Cc1ccc(Cn2c(=O)n(Cc3ccccc3)c(=O)c3c(C)c(C)sc32)cc1	-7.9%
Cc1ccc(N2CCN(C(=O)c3ccc(Cn4cccn4)o3)CC2=O)cc1	-7.8%
CCOC(=O)c1ccc(NC(=O)CC2CCCCC2)cc1	-1.6%
COc1ccc(C(=O)NC2CCN(c3cnn(CC4CC4)c(=O)c3)CC2)c(OC)c1	7.8%
O=C(c1ccccc1F)N1CCN(Cc2nc3sc4c(c3c(=O)[nH]2)CCCC4)CC1	0.7%
Cn1ccnc1CN1C[C@@H]2C[C@H]1C(=O)N(Cc1ccccn1)c1ccccc1O2	-17.6%[86.2 µM]
O=C(O)CCn1ncc2cc(OCC3CCN(C(=O)c4cc(F)ccc4Cl)CC3)ccc21	-17.1%
Cc1cc(S(=O)(=O)C(CNC(=O)c2ccc(OC(C)C)cc2)c2cccs2)ccc1F (stereo not given)	-3.6%
CCCC(NC(=O)Cn1c(=O)c2c(ncn2C)n(C)c1=O)c1ccccc1 (stereo not given)	8.7%
Cc1cc(S(=O)(=O)NCCc2csc(-c3cccc(F)c3)n2)ccc1F	?
COc1cccc(CCC(=O)N2CCN(c3cc(-c4ccccc4)[nH]n3)CC2)c1	?

Reprinted at random: five records from the list.
SMILES	KDM5B inhibitor
O=c1cc(COc2ccc(Cl)c(Cl)c2)nc2sccn12	-4.0%
Cc1ccc(N2CCN(C(=O)c3ccc(Cn4cccn4)o3)CC2=O)cc1	-7.8%
COc1cccc(CCC(=O)N2CCN(c3cc(-c4ccccc4)[nH]n3)CC2)c1	?
Cc1cc(S(=O)(=O)NCCc2csc(-c3cccc(F)c3)n2)ccc1F	?
O=C(c1ccccc1F)N1CCN(Cc2nc3sc4c(c3c(=O)[nH]2)CCCC4)CC1	0.7%
